Compound activity deposited in PubChem BioAssay by The Scripps Research Institute Molecular Screening Center.
TEAD-YAP block = TEAD-YAP interaction inhibition, primary screen, TEAD-YAP interaction inhibitor project, luminescence, HEK-TIYL cells; 640,000 compounds, 1.4% hits; AID 1259422, 2018; TEAD-Gal4/YAP UAS-luciferase luminescence; inhibition, % at 9.12 µM; in the data active = inhibition above about 32%;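 note: 0% = median of test compound wells and 100% = reference inhibitor wells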
GPR151 activ = activators of human GPR151, primary screen, cell-based, PathHunter beta-arrestin, luminescence | G-protein coupled receptor 151 (Homo sapiens), Q8TDV0 | PathHunter beta-arrestin GPR151 cells | activation, % at 11.2 µM | 650,000 compounds, 1% hits | AID 1508602, 2020; in the data active = activation above about 4.9%;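 note: 0% = median of compound wells and 100% = cells with positive control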
Target sequence (Q8TDV0 whole entry, looked up): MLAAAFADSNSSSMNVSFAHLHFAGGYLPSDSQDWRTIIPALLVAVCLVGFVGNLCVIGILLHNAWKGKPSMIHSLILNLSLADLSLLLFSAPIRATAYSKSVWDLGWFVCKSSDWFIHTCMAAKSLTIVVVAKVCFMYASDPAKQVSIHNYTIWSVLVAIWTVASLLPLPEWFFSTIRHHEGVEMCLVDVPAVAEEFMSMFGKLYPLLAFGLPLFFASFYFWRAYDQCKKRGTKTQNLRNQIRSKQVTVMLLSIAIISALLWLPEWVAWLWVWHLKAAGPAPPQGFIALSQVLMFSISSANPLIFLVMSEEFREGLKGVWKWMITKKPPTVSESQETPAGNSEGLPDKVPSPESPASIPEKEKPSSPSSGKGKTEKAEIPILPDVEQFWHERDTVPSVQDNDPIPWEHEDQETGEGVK
FBW7 act = FBW7 E3 ligase activators, primary screen, biochemical, AlphaScreen, human; F-box/WD repeat-containing protein 7 (Homo sapiens), Q969H0; AlphaScreen FBW7–phospho-cyclin E peptide binding, activator screen; normalized activity (activation), % at 26.1 µM; 650,000 compounds, 0.13% hits; in the data active = normalized activity above about 1.9%;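 note: purified mutant Fbw7 with reduced substrate affinity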
MITF inh = MITF inhibitors, primary screen, biochemical, AlphaScreen, human | inhibition, % at 2.6 µM | 650,000 compounds, 0.91% hits | AlphaScreen MITF homodimerization, bead proximity signal; in the data active = inhibition above about 50%;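 note: 0% = vehicle wells with protein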
Target sequence (O75030 whole entry, looked up): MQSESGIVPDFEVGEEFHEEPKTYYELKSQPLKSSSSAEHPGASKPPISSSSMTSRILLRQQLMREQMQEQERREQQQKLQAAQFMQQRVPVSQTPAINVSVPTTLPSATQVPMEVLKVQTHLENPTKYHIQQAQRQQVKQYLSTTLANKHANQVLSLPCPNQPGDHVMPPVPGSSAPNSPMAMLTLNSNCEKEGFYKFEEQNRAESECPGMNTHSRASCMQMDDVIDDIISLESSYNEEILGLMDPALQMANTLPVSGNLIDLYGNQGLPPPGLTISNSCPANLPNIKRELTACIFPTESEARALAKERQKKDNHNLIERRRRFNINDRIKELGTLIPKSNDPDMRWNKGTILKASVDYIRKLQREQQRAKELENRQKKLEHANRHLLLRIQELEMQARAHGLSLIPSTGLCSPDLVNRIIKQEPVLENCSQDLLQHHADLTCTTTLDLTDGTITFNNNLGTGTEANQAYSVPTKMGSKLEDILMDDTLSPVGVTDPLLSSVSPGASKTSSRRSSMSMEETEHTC
Active calls of the source: *. An unsorted share of the library. Share with any hit: about 3.4%.

Order of results: TEAD-YAP block	GPR151 activ	FBW7 act	MITF inh
COc1cccc(CN2CCN(S(=O)(=O)c3ccccc3[N+](=O)[O-])CC2)c1OC
    -18	1.1	-0.4	53*
CCC1(CCC(=O)N2CCCC(c3nc4ccccc4o3)C2)CCC(=O)N1 (centres undefined)
    -10	-1.4	0.0	19
Cc1cccc(-n2cc(-c3ccccc3)c3c(NCc4ccc(F)cc4)ncnc32)c1
    7	-1.8	-0.1	-5
CC(O)c1ccc(-n2cnnn2)cc1 (centres undefined)
    2	0.8	-0.1	6
CSc1nnc2c(n1)OC(c1cccc(OCc3ccccc3)c1)Nc1ccccc1-2 (centres undefined)
    -31	-5.2	-0.1	4
CC(C)n1cnc2c(NCc3cccc(C(F)(F)F)c3)nc(NCc3ccc4c(c3)OCO4)nc21
    -5	1.6	-0.1	1
Cc1cc(C(C)(C)C)ccc1OCC(=O)N/N=C\c1c(C)n(C)n(-c2ccccc2)c1=O
    5	-2.0	0.0	16
Cc1ccc(N(C(=O)c2cc(Cl)ccc2[N+](=O)[O-])C(=O)N2CCCCC2)cc1
    10	0.8	-0.4	1
Cn1c(Cc2cccs2)nnc1SCC(=O)N1CCCCC1
    -13	0.9	-0.1	8
O=C(Nc1sc2c(c1C(=O)Nc1ccccc1)CCCC2)c1ccccc1Cl
    6	-0.9	0.0	7
Nc1cc(=O)[nH]c(SCC(=O)c2ccc(OC(F)F)cc2)n1
    -5	0.4	0.0	0
COc1cc(OC)c(CN2CCN(CC3CCCCC3)C(CCO)C2)c(OC)c1 (centres undefined)
    0	0.2	0.6	8
CCN(CC)CCCNC(=O)c1nn2c(C(F)(F)F)c3c(nc2c1Cl)-c1ccccc1CC3
    10	-1.6	0.4	14
CNC(=O)CCCCC(=O)N/N=C/c1ccc([N+](=O)[O-])cc1
    8	-1.2	0.0	-17
COc1ccccc1NC(=O)c1ccc(OC(C)C(=O)O)cc1 (centres undefined)
    7	0.2	0.9	2
CCc1nc(NCCN2CCOCC2)c(C#N)c2c1COC(C)(C)C2
    -9	0.4	-0.1	16
CCSC1=C(C#N)C2(CCCCC2)C(C#N)=C(N)N1
    -5	-0.1	0.1	0
CC1=C(C(=O)OC(C)C)C(c2ccccc2)N2C(=O)C(C)SC2=N1 (centres undefined)
    -2	0.3	-0.1	9
O=C1c2cccc3cccc(c23)C(=O)N1c1ccc2c3c(cccc13)CC2
    2	0.0	0.0	6
Cc1ccc(-c2nc3cccnc3s2)cc1NC(=O)C(C)C
    -8	-0.1	-0.1	3
CCOC(=O)C1CCCN(C(=O)CC2CSc3nc4c(c(=O)n32)CCC4)C1 (centres undefined)
    5	0.8	0.0	6
O=C(Cc1ccccc1)Nc1nnc(-c2ccc(F)cc2)s1
    5	-1.2	0.0	15
COc1ccc(C(=O)N/C(=C\c2cccc([N+](=O)[O-])c2)C(=O)Nc2ccc(Cl)cc2Cl)cc1Br
    -3	-1.1	-0.1	-2
CCc1ccc(S(=O)(=O)c2nnn3c2nc(NCCCOC)c2sccc23)cc1
    -4	1.3	-0.1	2
CN(C)c1ccnc2sc(C(=O)c3ccccc3)c(N)c12
    -68	2.2	0.2	-6
CCC(C)NC(=O)c1sc2nc(C)[nH]c(=O)c2c1C (centres undefined)
    -2	0.6	0.2	3
O=C(Cc1ccccc1)Nc1ccc2c(c1)oc1ccccc12
    -75	-0.2	0.0	-2
CC(C)=C1C2CCC1C1C(=O)N(c3ccc4c(c3)OCO4)C(=O)C21 (centres undefined)
    0	-1.4	0.0	-1
Cc1ccc(CNC(=O)CCC2CCCN(Cc3ccc4cccc(F)c4n3)C2)o1 (centres undefined)
    10	-1.0	-0.1	-2
CCOC(=O)C1(CCOc2ccccc2)CCN(Cc2cccc3nccnc23)CC1
    -1	-0.9	0.0	4

Ordered by molar mass (rising): seven of the compounds above
Order of results: TEAD-YAP block	GPR151 activ	FBW7 act	MITF inh
CCC(C)NC(=O)c1sc2nc(C)[nH]c(=O)c2c1C (centres undefined)
    -2	0.6	0.2	3
CNC(=O)CCCCC(=O)N/N=C/c1ccc([N+](=O)[O-])cc1
    8	-1.2	0.0	-17
CC(C)=C1C2CCC1C1C(=O)N(c3ccc4c(c3)OCO4)C(=O)C21 (centres undefined)
    0	-1.4	0.0	-1
CCOC(=O)C1CCCN(C(=O)CC2CSc3nc4c(c(=O)n32)CCC4)C1 (centres undefined)
    5	0.8	0.0	6
Cc1ccc(N(C(=O)c2cc(Cl)ccc2[N+](=O)[O-])C(=O)N2CCCCC2)cc1
    10	0.8	-0.4	1
COc1cc(OC)c(CN2CCN(CC3CCCCC3)C(CCO)C2)c(OC)c1 (centres undefined)
    0	0.2	0.6	8
CCN(CC)CCCNC(=O)c1nn2c(C(F)(F)F)c3c(nc2c1Cl)-c1ccccc1CC3
    10	-1.6	0.4	14

(listing goes on)
Order of results: TEAD-YAP block	GPR151 activ	FBW7 act	MITF inh
Cc1nc(Nc2ccncc2)cc(-c2ccncc2)n1
    -7	0.9	0.0	13
O=C(Nc1ccccc1N1CCN(c2ccccc2)CC1)C1CC1
    3	2.7	-0.1	15
Cc1ccc(-n2ncc3c(Nc4ccc(C(C)C)cc4)ncnc32)c(C)c1
    -32	3.1	0.0	0
COC(=O)CNC(=O)c1ccc(C)s1
    -4	-0.3	0.1	5
COc1cc(/C=N/n2c(C)cc(C)c(C#N)c2=O)ccc1O
    9	-0.2	0.0	-8
CCCCN1C(=O)C2(C(C#N)=C(N)Oc3c2c(C)nn3-c2ccccc2)c2ccccc21 (centres undefined)
    9	-0.8	0.7	19
O=c1[nH]sc2snc(Cl)c12
    11	-0.9	-0.6	9
N#C/C(=N\Nc1cccc(S(=O)(=O)N2CCOCC2)c1)c1nc2ccccc2s1
    8	0.5	0.0	7
CCn1cnc2sc(C(=O)Nc3cc(Cl)c(OC)cc3OC)c(C)c2c1=O
    -4	-0.6	-0.2	-1
CC1(C)CC2CC(C)(CN2C(=O)c2ccc(NC(=O)c3ccco3)cc2)C1 (centres undefined)
    13	0.0	0.1	4
Nc1ncnc(N/N=C/c2ccccc2)c1[N+](=O)[O-]
    6	1.1	0.2	9
COc1ccc(NC(=O)CSc2nnc(C(C)Oc3ccccc3)n2C)cc1 (centres undefined)
    -3	-1.0	0.0	-3
CCS(=O)(=O)N1CCC(NC(C)=O)(c2ccc(F)cc2)CC1
    -7	1.8	-0.2	-4
O=C(COC(=O)c1cc(S(=O)(=O)N2CCOCC2)ccc1F)NC1CC1
    6	0.9	-0.1	4
CCC(=O)NC1CC(C(C)(C)NC(=O)CC)CC=C1C (centres undefined)
    -20	1.7	-0.2	0
Nc1nc(F)cc(Oc2ccc(F)cc2)n1
    1	2.1	-0.1	0
Cc1c(OCC(=O)N2CCOCC2)ccc2c3c(c(=O)oc12)CCCCC3
    3	-0.2	-0.1	7
CC(=O)Oc1ccc2c(=O)c(-c3nc4ccccc4[nH]3)c(C)oc2c1
    -42	-1.0	0.0	14
Cc1ccc(-c2nc3cc(NC(=O)Cc4ccc(Cl)cc4)ccc3o2)cc1
    -2	0.0	0.1	-3
CC(C)NC(=O)Cn1cnc2sc3c(c2c1=O)CCCC3
    14	1.6	0.1	-1
Cc1ccc(N2C(=O)c3cccc4c(Br)c([N+](=O)[O-])cc(c34)C2=O)cc1C
    -18	1.4	0.1	13
Cc1ccc(C(=O)N/C(=C\c2cccc([N+](=O)[O-])c2)C(=O)N2CCCCC2)cc1
    3	-0.2	-0.3	0
Cc1nc(N2CCC(C)CC2)nc(N(C)CCO)c1[N+](=O)[O-]
    -3	-1.0	-0.6	-3
COc1nc(N2CCOCC2)nc(-n2cccc2)n1
    -11	-0.2	0.1	11
COc1ccc(N=C2SC(C(=O)Nc3ccc(C)c(Cl)c3)CC(=O)N2Cc2ccc3c(c2)OCO3)cc1 (centres undefined)
    0	-0.6	0.0	-12
CCCN1C(=O)CCc2cc(NC(=O)NCCc3ccc(OC)cc3)ccc21
    15	0.9	0.2	-6
Cc1ccc(/C(O)=C2/C(=O)C(=O)N(CCCn3ccnc3)C2c2cccc([N+](=O)[O-])c2)cc1 (centres undefined)
    -2	-1.6	0.1	11
O=C(O)CCC(=O)N1N=C(c2c(-c3ccccc3)c3cc(Br)ccc3[nH]c2=O)CC1c1ccc(Br)cc1 (centres undefined)
    6	0.6	-0.2	-12
CCc1c(C)n([O-])c2c([n+]1=O)CCCC2
    2	-0.9	0.2	13
CCc1cccc(C)c1NC(=O)c1ccc(C)cc1
    8	0.4	-0.1	12

Quoted from the listing:
For FBW7 act, CCC(=O)NC1CC(C(C)(C)NC(=O)CC)CC=C1C (centres undefined) is entered as -0.2
For FBW7 act, CCn1cnc2sc(C(=O)Nc3cc(Cl)c(OC)cc3OC)c(C)c2c1=O is entered as -0.2

New compounds follow
Order of results: TEAD-YAP block	GPR151 activ	FBW7 act	MITF inh
Cc1nnc(NC(=O)CSc2c[nH]c3ccccc23)s1
    1	-0.2	0.2	-3
O=C(CCC(=O)Nc1cccc(Br)c1)N/N=C/c1c(O)ccc2ccccc12
    4	-0.2	0.0	0
O=C(CS(=O)(=O)Cc1ccccc1)N1CCC(Cc2ccccc2)CC1
    -1	-1.1	-0.2	-7
O=C(/C=C/c1ccc(Br)o1)NC1CCCCCC1
    -20	-1.2	-0.1	15
COc1cc(NC(=O)c2sc3ncn(Cc4cccc(F)c4)c(=O)c3c2C)cc(OC)c1OC
    12	0.4	-0.1	13
COc1ccc(S(=O)(=O)N2CCCC(c3nc(-c4cccs4)no3)C2)cc1 (centres undefined)
    7	0.6	0.0	2
Cc1nnc(SCC(=O)N(c2ccccc2)c2ccccc2)nc1C
    9	-1.3	-0.2	-9
CCc1ccc(OCC(=O)NCCc2ccc(OC)cc2)cc1
    0	-0.3	0.4	-10
CCSc1ncc(Cl)c(C(=O)Nc2ccc(OC)c(Cl)c2)n1
    -5	0.7	-0.1	7
CCOC(=O)c1ccc(NC(=O)C(Cl)(Cl)Cl)cc1
    -21	2.9	0.0	-19
Cc1ccccc1-n1c(=S)sc2c(=O)n(-c3ccccc3)c(SCc3cccc(F)c3)nc21
    -4	-1.2	-0.1	-4
Cc1c(NC(=O)c2ccccc2[N+](=O)[O-])cccc1-c1nc2cc(Cl)ccc2o1
    -18	1.6	0.1	1
CC(=O)Oc1cccc(N2C(=O)c3ccc(-c4nc5ccccc5o4)cc3C2=O)c1
    -6	0.8	0.0	-2
C=C(C)CN1C(=O)NC(CC)(C2CCN(Cc3cc4c(cc3Cl)OCO4)CC2)C1=O (centres undefined)
    9	1.9	0.0	9
CCOC(=O)/C=C1\NC(C)(C)Cc2cc(OC)c(OC)cc21
    -18	-1.0	0.2	14
CCN1CCN(C(=O)CCN2C(=O)COc3ccc(C)cc32)CC1
    5	1.0	0.0	2
COC(=O)c1c(NC(=O)c2cc3nc(-c4cccs4)cc(C(F)(F)F)n3n2)sc2c1CCC(C)C2 (centres undefined)
    11	0.5	0.0	10
COc1cccc(C(=O)NC(C)c2nnc3n2CCN(Cc2ccc(N(C)C)cc2)CC3)c1 (centres undefined)
    10	1.8	-0.1	1
Cc1ccsc1/C=C(\C#N)C(=O)Nc1cc2c(cc1[N+](=O)[O-])OCCO2
    -4	3.6	0.2	8
COc1cc2cc(C#N)c(SCC(=O)N3CCCC3)nc2cc1OC
    -11	-0.3	0.1	12
CC(C)NC(=O)NC(=O)CSc1nnc(COc2ccccc2Cl)n1C
    -10	0.5	-0.2	-7
CN(C)CCN(Cc1cccc(Cl)c1)C(=O)Nc1ccc(-c2cn[nH]c2)cc1
    -13	0.1	-0.1	2
Cc1cc(C)cc(CC(C(=O)Nc2cccc(C(F)(F)F)c2)C(C)C(=O)O)c1 (centres undefined)
    3	-0.2	0.4	-4
Cc1cc(Cl)ccc1NC(=O)c1cc(=O)n(C)c(=O)[nH]1
    -7	2.2	0.1	-2
COc1ccc(-c2nnn(CC(=O)NCCc3ccccc3)n2)cc1OC
    15	0.1	0.0	-10
CCN1C(=O)NC(=O)/C(=C\c2cc(C)n(-c3ccccc3F)c2C)C1=O
    0	-0.3	-0.8	0
COc1ccc(N2CCN(S(=O)(=O)c3ccc(N4CCOCC4)nc3)CC2)cc1
    1	-0.3	-0.2	-2
c1ccc(Nc2nc(NCc3ccc4c(c3)OCO4)nc3nc[nH]c23)cc1
    1	-0.4	0.0	15
O=C(c1ccccc1Br)N1CCN(c2ccc([N+](=O)[O-])cc2Cl)CC1
    -7	0.6	-0.5	1
COc1ccc(S(=O)(=O)CCC(=O)Nc2ccc(OC(F)(F)F)cc2)cc1
    9	-1.9	0.1	3
COc1cc(C2=N/C(=C/N3CCOCC3)C(=O)O2)cc(OC)c1OC
    -10	0.9	-0.1	-7
CCOC(=O)Cn1c(-c2ccc(CC)cc2)csc1=Nc1cccc(C(F)(F)F)c1
    14	0.0	-0.2	-2
